Compound activity from PubChem BioAssay.
PKA-R1A act: activators of PKA-R1A complex; 0.083% of 340,000 active; activation, % at 11.4 µM; P00514+P68181; PKA-R1A dissociation, Cy5-IP20 fluorescence polarization; scaled: DMSO 0%, 113 µM cGMP 100%;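 active means percent activation above the mean of all tested compounds plus 3 SD, cut at about 19% in these data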;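 further: higher means more PKAc released from R1A so a rise in polarization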
PKA-R2B activ: PKA-R2B complex activation | PKA-R2B holoenzyme dissociation, Cy5-IP20 fluorescence polarization; R2B truncated from residue 108, S112A mutant; 0% DMSO only, 100% 113 µM cGMP | P22694+P31323 | 0.079% of 340,000 active | AID 504700 | activation, % at 11.4 µM;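 active means activation above a cutoff set at the mean over all compounds plus 3 SD, cut at about 18% in these data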;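 further: higher means more holoenzyme dissociation and a rise in polarization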
Target sequence (P31323 whole entry, looked up, other chains not shown, the tested form may be a part): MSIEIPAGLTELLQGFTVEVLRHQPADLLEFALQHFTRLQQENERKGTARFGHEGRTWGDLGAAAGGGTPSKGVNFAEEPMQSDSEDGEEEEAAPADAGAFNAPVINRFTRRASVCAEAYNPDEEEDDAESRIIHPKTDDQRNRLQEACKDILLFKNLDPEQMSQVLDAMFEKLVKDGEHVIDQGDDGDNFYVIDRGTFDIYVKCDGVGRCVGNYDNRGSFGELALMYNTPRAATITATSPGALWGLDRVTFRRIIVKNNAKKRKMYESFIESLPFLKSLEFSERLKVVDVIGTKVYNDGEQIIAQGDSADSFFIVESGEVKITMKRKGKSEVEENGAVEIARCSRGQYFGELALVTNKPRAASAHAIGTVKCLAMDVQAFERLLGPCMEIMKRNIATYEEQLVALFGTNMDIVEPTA
HTR5A ag ctr: HTR5A agonism, opioid heterodimer counter-screen. P47898. HTR5A agonist assay, luminescence, cell-based. 0.61% of 340,000 active. activation, % at 9.3 µM; in the data active means activation mostly above about 9.5%, no sharp cut-off; inactive means mostly below about 7.6%;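 further: 0% = cells with vehicle only and 100% = reference agonist; strong numbers were not always called active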
E coli growth: bacterial growth inhibition, counter-screen for AddAB inhibitors; AID 449728; E. coli V3065 growth, OD600 absorbance, 18 h; inhibition, % at 11.9 µM; 0.27% of 330,000 active;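 active means inhibition above the campaign's mean inhibition across all tested compounds plus 3 SD, cut at about 9.9% in these data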;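 further: uninfected addAB+ strain grown without phage in ampicillin broth; 0% = DMSO wells and 100% = ciprofloxacin 0.95 µg/ml wells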
CDK5 p35 inh: inhibitors of human CDK5/p35 kinase; Recombinant CDK5/p35, ADP-Glo luminescence, 60 min; inhibition, % at 10 µM; 0.01% of 330,000 active;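 active means highest replicate inhibition of at least 50% and at least 75% of replicates reaching 50%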;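 further: plate controls were DMSO neutral control for no effect and GW8510 at 10 µM for full effect; many of its hits are not listed in these tables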
Target sequence (Q00535 whole entry, looked up): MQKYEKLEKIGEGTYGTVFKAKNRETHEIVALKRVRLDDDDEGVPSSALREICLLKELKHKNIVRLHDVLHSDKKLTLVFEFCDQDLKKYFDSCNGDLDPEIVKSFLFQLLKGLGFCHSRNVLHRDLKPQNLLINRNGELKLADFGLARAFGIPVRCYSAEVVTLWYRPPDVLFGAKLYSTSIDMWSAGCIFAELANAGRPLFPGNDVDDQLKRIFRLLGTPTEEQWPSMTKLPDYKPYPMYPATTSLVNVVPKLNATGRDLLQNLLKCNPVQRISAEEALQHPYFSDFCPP
Target sequence (Q15078 whole entry, looked up): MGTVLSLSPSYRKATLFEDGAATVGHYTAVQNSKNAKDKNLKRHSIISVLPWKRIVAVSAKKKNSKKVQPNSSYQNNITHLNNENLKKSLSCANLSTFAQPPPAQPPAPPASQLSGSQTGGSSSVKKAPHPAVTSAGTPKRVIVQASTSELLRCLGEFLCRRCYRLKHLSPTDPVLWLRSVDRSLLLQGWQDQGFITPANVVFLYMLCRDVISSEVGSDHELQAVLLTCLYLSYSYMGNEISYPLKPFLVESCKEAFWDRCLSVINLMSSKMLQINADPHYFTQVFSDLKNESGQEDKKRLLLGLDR
Tat export inh: inhibitors of E. coli Tat protein transport; E. coli MC4100 TorA-mCherry Tat export, fluorescence; inhibition, % at 10 µM; 0.036% of 340,000 active; AID 488895;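 active means mean replicate inhibition at least 50% and at least half of replicates individually reaching 50%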;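 further: exported cargo escapes ClpAP degradation while cytoplasmic cargo is degraded and loses fluorescence; 0% = median of neutral control wells and 100% = median of NaSCN control wells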
Mot1-301 SUMO: SUMOylation pathway inhibition by Mot1-301 growth rescue; S. cerevisiae Mot1-301 growth rescue, ATP luminescence, 38.5C; percent above DMSO median, 100 means doubled; growth rescue, % at 18.8 µM; 1% of 320,000 active; AID 2716;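 active means every valid replicate shows activation above 250% relative to neutral control wells; inactive means the rest, any valid replicate at or below 250%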;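 further: OY570 slx delta 5 strain wells were the positive control but not used for scaling; some compounds called inactive have numbers as strong as hits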
AddAB inh: less growth of phage-infected E. coli with AddAB. E. coli expressing H. pylori AddAB, absorbance growth. inhibition, % at 11.9 µM. 0.29% of 330,000 active; in the data active means inhibition above about 12%;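 further: 0% = vehicle wells of infected cells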
HTR5A inv ag: counter-screen for OPRM1-OPRD1 inverse agonists: human HTR5A inverse agonism; AID 504634; P47898; 0.083% of 340,000 active; inhibition, % at 9.3 µM; HTR5A cell line, luminescence; in the data active means inhibition mostly above about 23%, no sharp cut-off; inactive means mostly below about 18%;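 further: 0% = cells with DMSO and 100% = no-cell wells with DMSO; some compounds called inactive have numbers as strong as hits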
phage Ecoli inh: E. coli growth loss with phage present; growth absorbance; inhibition, % at 11.9 µM; 0.26% of 360,000 active; in the data active means inhibition above about 11%
DAGLB inh: diacylglycerol lipase beta (human) inhibition; Q8NCG7; HEK293T DAGLB membrane lysate, EnzChek fluorogenic substrate; inhibition, % at 5.17 µM; 0.059% of 340,000 active; AID 504411; in the data active means inhibition above about 34%;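 further: 0% = enzyme with vehicle and 100% = wells lacking enzyme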
* = called active by the depositor; . = not tested or not shown. Not a hit list (roughly 2.3% active in at least one column).

SMILES	PKA-R1A act	PKA-R2B activ	HTR5A ag ctr	E coli growth	CDK5 p35 inh	Tat export inh	Mot1-301 SUMO	AddAB inh	HTR5A inv ag	phage Ecoli inh	DAGLB inh
Cc1ccc(N2CC(C(=O)NC3CCC(C)CC3)CC2=O)cc1 (stereo not given)	-2	9	2	1.6	0.5	2	28	2.1	-13	0.1	-1
Cc1nn(C)c(C)c1S(=O)(=O)N1CCC(C(=O)NCC2COc3ccccc3O2)CC1 (stereo not given)	-3	2	1	1.4	0.4	-11	-15	4.4	-3	2.3	1
CC(=O)c1c(C)[nH]c(C(=O)Nc2cccnc2)c1C	7	-2	3	-0.8	2.8	-6	15	1.0	-8	0.0	0
COCCn1c(SCC(=O)NCc2ccc3c(c2)OCO3)nnc1-c1c[nH]c2ccccc12	-6	-3	2	0.6	0.0	-1	16	1.0	-6	93*	2
Cc1ccc2ncnc(NCCCCCC(=O)O)c2c1	-2	1	-3	0.2	-0.1	-3	-8	1.4	7	4.1	0
COC(=O)c1ccc(C2Nc3cccc4cccc(c34)N2)cc1	-7	-6	0	-1.7	0.9	2	-20	-0.4	1	2.1	3
COc1c2n(C)ccc3c-2n(c(=O)c1=O)c1ccccc31	7	-6	-6	-0.7	-1.3	5	-6	3.4	7	0.7	-2
C=CC(=O)Nc1ccc(Br)cc1	-2	9	0	1.9	0.0	0	-1	4.6	0	-1.5	-2
CN(C)C(=O)CC12CC3CC(C1)CC(CC(=O)N(C)C)(C3)C2	0	-6	1	0.0	-1.5	2	-8	2.4	1	4.6	0
CCCCn1c(N)c(N(CC(C)C)C(=O)c2ccc(S(=O)(=O)N(CC)c3ccccc3)cc2)c(=O)[nH]c1=O	0	-9	-4	3.1	-0.6	5	-9	-0.1	10	4.3	1
CCCC(=O)Nc1c2c(nn1-c1cccc(C)c1C)CS(=O)(=O)C2	-11	-4	2	-0.8	-0.2	3	1	0.0	-8	1.4	5
O=[N+]([O-])c1ccc(S(=O)(=O)N/N=C/c2ccco2)cc1	-8	1	5	-0.3	-1.3	4	-11	1.3	2	4.9	3
Cc1cccc(NC(=S)N(C)C)c1C	-8	2	5	1.5	-1.0	-4	-8	0.5	0	2.5	2
Cc1c(OC(C)C(=O)NC2CC(C)(C)NC(C)(C)C2)ccc2c3c(c(=O)oc12)CCC3 (stereo not given)	-9	0	-2	-2.5	-0.5	10	4	-1.9	9	-1.0	3
COCCn1nnnc1C(c1ccc(OC)cc1)N1CCN(c2ccccc2F)CC1 (stereo not given)	11	-2	-6	0.2	-1.3	-7	26	0.7	14	1.5	-1
CC(=O)c1ccc(N(CC(=O)NC2CCCC2)C(=O)c2ccc(C)s2)cc1	2	6	-1	0.3	-0.5	-5	-4	1.5	3	1.0	-2
COc1ccc(C(=O)N2CCN(c3ccc(NC(=O)c4ccco4)cc3)CC2)cc1	-7	-7	11	-0.3	1.6	-5	0	2.3	3	0.4	1
Cc1ccccc1C(=O)N1CCN(c2ccc(NC(=O)c3ccco3)cc2)CC1	-1	-9	-4	-1.1	-1.5	-1	-9	1.4	-20	-0.7	3
CCc1c(C)c2ccc(OCC(=O)N(C)C)c(C)c2oc1=O	-4	-2	-1	-1.1	-1.6	-11	177	-0.8	-10	1.6	0
CC(C)CCCC(C)NC(=O)c1cc(S(=O)(=O)N2CCCCC2)ccc1N1CCOCC1 (stereo not given)	9	-6	3	-2.6	-3.4	10	.	-0.6	-6	-0.1	-6
COc1ccc([C@H]2CC(=O)C=C(c3cccc(F)c3OC)C2)cc1	5	-6	1	-1.1	-0.2	12	-3	1.1	-2	2.2	-6
COc1ccc(N2C(=O)CCC(C(=O)O)C2c2ccccc2OC)cc1 (stereo not given)	-13	-4	6	-0.2	1.5	-3	5	1.1	-19	0.5	1
COc1cc(OC)c(S(=O)(=O)N2CCN(C(=O)c3ccccc3F)CC2)cc1NC(C)=O	4	1	-1	-0.1	2.5	-3	-15	1.2	1	0.9	-2
CC1CN=C(NC2CCCCC2C)S1 (stereo not given)	-4	-7	0	0.7	0.9	7	246	-0.8	13	0.6	0
CCCc1nnc(NC(=O)CCC(=O)N2CCCCC2)s1	-7	-11	1	-1.2	-1.9	-1	-7	2.6	-5	2.4	2
CCOC(=O)c1[nH]c2cc(OC)c(OC)cc2c1NC(=O)CN(C)C1CCCCC1	3	-5	-2	-1.9	-0.9	-1	-1	-2.5	14	0.8	-2
COc1ccccc1-n1c(=S)[nH]c2c(sc(=S)n2-c2ccccc2C)c1=O	-10	-3	2	-1.3	-1.0	1	-10	2.8	-6	3.3	-3
Cc1ccc(C(=O)Nc2ccc3c(c2)CCC3)cc1S(=O)(=O)N1CCOCC1	-9	-11	-6	2.3	-0.9	4	-5	2.2	15	2.8	-3
NS(=O)(=O)c1cccc(C(=O)OCC(=O)NC2CCCc3ccccc32)c1 (stereo not given)	0	-3	1	1.9	0.2	-3	0	1.2	2	4.4	-1
CCO/C=C1/C(=O)N(c2ccc(OC)cc2)C(=O)c2ccccc21	-2	-8	-1	-0.2	0.6	-6	-11	-0.6	-3	3.7	0
C/C(Cn1cnc([N+](=O)[O-])n1)=N\NC(=O)c1cccc(F)c1	-2	5	3	0.6	-0.1	1	-1	3.1	-1	4.5	-1
CC(C)CC(c1nnnn1CC1CCCO1)N1CCN(c2nc3ccccc3s2)CC1 (stereo not given)	-6	-11	1	.	1.2	3	.	.	-2	-1.0	-2
Cc1oc2c(C)c3oc(=O)c(CCC(=O)NCCCN4CCOCC4)c(C)c3cc2c1C	6	-4	2	-3.3	-0.2	5	-18	0.7	19	0.8	0
CCC(C)[C@H](NC(=O)N1CC(=O)Nc2ccccc21)C(=O)Nc1nccs1 (stereo not given in full)	-4	-11	1	-0.8	2.3	-3	3	-0.3	21	2.0	-1
CCCCCc1ccc(-c2cn(CN3C(=O)c4ccccc4C3=O)nn2)cc1	-5	0	-1	0.7	0.7	-2	-7	4.2	-43	0.5	-7
O=C(NCCc1ccccn1)c1ccc(COc2ccccc2)o1	2	0	-4	1.6	2.2	-7	-17	2.1	11	2.1	1
Cc1nn2c(=O)cc(CSCC(=O)Nc3ccccc3Cl)nc2s1	10	8	4	2.2	0.3	-6	.	2.9	9	3.2	1
Cc1nc(SCc2ccc(Cl)c(Cl)c2)ncc1C(=O)O	-10	-3	5	-0.7	4.9	5	-13	-0.2	-14	4.1	8
Cc1cc(C(=O)N2CCCC(N3CCN(c4cccc(C(F)(F)F)c4)CC3)C2)no1 (stereo not given)	3	-8	-5	0.8	-0.7	1	3	4.3	-21	-0.9	3
Cn1nc(C(=O)Nc2cc(Cl)ccc2N2CCCC2)c2ccccc2c1=O	-17	-2	5	-1.8	2.9	-3	-7	0.2	-19	0.8	0
CCn1c(=O)n(CC)c2cc(N)ccc21	1	1	1	-1.4	-4.6	-12	7	1.4	-4	0.8	-1
COc1cc(-c2ccc(Nc3ccccc3C(=O)O)c(OC)c2)ccc1Nc1ccccc1C(=O)O	6	2	2	.	-0.2	-1	.	.	-5	1.4	3
CCOc1cc(N2CCOCC2)c(OCC)cc1NC(=O)c1ccc(C)s1	-1	0	1	1.0	0.4	3	384	0.9	3	3.0	-2
CN=C(c1ccc([N+](=O)[O-])cc1)N1CCCCC1	7	-4	2	0.9	1.1	-10	-16	4.1	20	5.3	-2
COc1ccc(CN2CCCC(C(=O)c3ccc4c(c3)OCO4)C2)c(F)c1 (stereo not given)	1	-2	5	0.2	1.7	2	23	2.5	18	2.2	-6
COc1ccc(C=O)c(OC)c1	-5	-8	-2	1.0	-0.1	-1	-14	5.8	19	2.5	2
Cc1nnc(SCC(=O)Nc2cccnc2Cl)s1	0	-8	0	0.7	-0.9	2	-2	3.6	0	0.4	-1
COC(=O)C1C(c2ccccc2)C(C(=O)O)C1c1ccccc1 (stereo not given)	-2	-1	-1	-0.6	-3.4	-17	-4	0.9	-9	5.8	0
CC(OC(=O)c1cc2ccccc2cc1O)C(=O)Nc1ccc(S(N)(=O)=O)cc1 (stereo not given)	-4	-2	6	0.4	-2.1	1	-7	3.1	-6	-3.1	2
CSc1ncccc1C(=O)N(C)CC(=O)Nc1ccc(Cl)cc1	-8	-9	1	0.4	-1.0	-5	-9	0.9	-2	5.1	0
CCN(CC(=O)Nc1ccc(NC(C)=O)cc1)C(=O)CN1C(=O)NC2(CCCC2)C1=O	-8	-1	-1	0.4	2.1	6	0	1.0	2	2.9	1
CCOC(=O)C1CCN(C(=O)COC(=O)/C=C/c2cccc(OC)c2OC)CC1	14	-3	-2	-2.4	-0.1	-1	-22	0.7	-5	1.3	1
CC(C)[C@H](NC(=O)N1CCn2c1nc1ccccc12)C(=O)NCc1ccco1	-4	-2	.	-0.4	1.3	-4	4	2.1	.	-0.6	-2
Cc1ccc(/C=C2\SC(=S)N(CCC(=O)Nc3ccc(O)cc3)C2=O)cc1	-1	1	3	-0.2	-1.6	-18	8	1.1	-10	-1.8	-1
O=C(NCCc1ccco1)C(=O)NCC1CCCN1S(=O)(=O)c1ccccc1 (stereo not given)	9	2	6	1.8	1.7	1	-7	-1.2	-17	2.0	-2
CC1CN(C(=O)C2CCCCC2)C(C)CN1C(=O)C1CCCCC1 (stereo not given)	-2	1	-2	0.1	-2.7	-6	15	-0.9	5	1.4	2
COc1ccc(-c2cc(C(F)(F)F)nc(N3CCCCC3)n2)cc1OC	-17	-3	-3	2.9	-0.1	-4	132	2.7	-2	4.2	-3
O=C(CSc1n[nH]c(-c2ccncc2)n1)NC1CCS(=O)(=O)C1 (stereo not given)	-10	2	0	-0.4	-1.5	-7	-16	-0.4	-3	4.0	2
Cc1ccc(O)c(NC(=S)NC(=O)c2ccccc2Cl)c1	-1	-4	-8	-5.2	0.5	9	-8	-0.5	21*	0.6	1
Cc1cc(OC(=O)c2ccc(S(=O)(=O)N3CCOCC3)cc2)c([N+](=O)[O-])c(=O)[nH]1	7	-1	2	.	-0.5	0	.	.	17	3.2	2

Reprinted from the entries so far, 2 compounds:
SMILES	PKA-R1A act	PKA-R2B activ	HTR5A ag ctr	E coli growth	CDK5 p35 inh	Tat export inh	Mot1-301 SUMO	AddAB inh	HTR5A inv ag	phage Ecoli inh	DAGLB inh
CCn1c(=O)n(CC)c2cc(N)ccc21	1	1	1	-1.4	-4.6	-12	7	1.4	-4	0.8	-1
COc1cc(-c2ccc(Nc3ccccc3C(=O)O)c(OC)c2)ccc1Nc1ccccc1C(=O)O	6	2	2	.	-0.2	-1	.	.	-5	1.4	3

(more compounds)
SMILES	PKA-R1A act	PKA-R2B activ	HTR5A ag ctr	E coli growth	CDK5 p35 inh	Tat export inh	Mot1-301 SUMO	AddAB inh	HTR5A inv ag	phage Ecoli inh	DAGLB inh
COc1ccccc1OC(=O)c1cc(Cl)nc2ccccc12	-18	-10	3	-1.5	-3.3	8	2	-0.6	16	3.7	-8
COc1ccc(/C=N/Nc2cc(C)nc(N)n2)cc1	-12	-11	-2	2.9	-2.3	20	-1	4.4	-5	5.3	3
COc1cccc(CN2CCN(S(=O)(=O)c3ccc(Br)cc3)CC2)c1	-16	1	1	-1.2	2.3	-2	25	0.6	-2	1.2	-10
CCOC(=O)CSc1nnc(-c2ccc(NS(=O)(=O)c3ccc(C)cc3)cc2)o1	1	3	4	1.1	0.7	-1	98	1.2	-11	2.6	-6
O=c1cc(N2CCN(Cc3ccccc3)CC2)[nH]c(=O)n1Cc1ccc(F)cc1	-1	-2	1	-2.9	-2.3	-2	-3	-1.4	18	2.2	1
